# Screening results as filed in PubChem BioAssay.
# sPLA2-III inh: Inhibits HGIII-sPLA2 liposome hydrolysis, primary screen. Q9NZ20. QFRET BODIPY PC-A2 liposome hydrolysis, fluorescence. inhibition, % at 12.2 µM. hit rate 0.56% among 370,000;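 active = inhibition above mean plus 3 SD of compounds lying within the high and low control bounds, cut at about 19% in these data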;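 also: 0% = median of test compound wells and 100% = no enzyme DMSO wells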
# NR1D1 modulator: Rev-erb alpha (human) modulation; hit rate 0.79% among 370,000; Rev-erbα–FITC-DNA binding, fluorescence polarization, 90 min; AID 1259318; activity, % at 10 µM;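 active = activity above about 14%, limit read from the data; passing the limit was not always enough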;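 also: 0% = DMSO wells with 35 nM protein and 100% = DMSO wells with 750 nM protein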
# PLC-gamma1 inh: blocks human PLC-gamma1 enzyme activity; P19174; purified PLC-gamma1, fluorogenic substrate, fluorescence; inhibition, % at 12.2 µM; hit rate 0.84% among 370,000; in the data active = inhibition above about 9.5%
# ARFGAP1 inhibitor: inhibits rat ARF GTPase activating protein 1; Q62848; Arfgap1-stimulated ARF1 GTP hydrolysis, GDP FP detection; inhibition, % at 16.5 µM; hit rate 0.26% among 360,000; AID 651572;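 active = inhibition above a per-plate limit, mean inhibition of low control wells plus 3 SD, cut at about 25% in these data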;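 also: 0% = DMSO wells with enzyme and 100% = wells lacking Arfgap1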
#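 Repeats: one replicate per compound; assay system: rat Arfgap1 catalytic domain, aa 1-136; times: enzyme reaction 120 min at 25 °C after 20 min preincubation; detection: FP of antibody-bound GDP Alexa 633 tracer, ex 620/em 688 nm; benchmarks: high control wells lacking Arfgap1, low control full reaction with DMSO; reagent: human ARF1(Δ1-17)-GTP substrate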
# UHRF1 binding: UHRF1 methyl-DNA binding inhibition. hit rate 0.75% among 370,000. Q96T88. UHRF1 binding to methylated oligo, TR-FRET. inhibition, % at 4.4 µM; in the data active = inhibition above about 21%;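 also: UHRF1 SRA domain binding a hemimethylated CpG hairpin DNA probe; 0% = median of test compound wells and 100% = reference inhibitor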
# ASAP1 GAP inh: inhibitors of human ASAP1 ArfGAP activity; Q9ULH1; ASAP1-stimulated ARF1 GTP hydrolysis, GDP FP detection; inhibition, % at 16.5 µM; hit rate 0.19% among 360,000; in the data active = inhibition above about 25%;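 also: 0% = vehicle with enzyme and substrate and 100% = no enzyme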
# DDE Tn7 FP inh: disrupts Tn7 cyclic peptide binding to fibrin D-Dimer-E complex; inhibition, % at 8.3 µM; hit rate 0.13% among 370,000; FP displacement of FITC-Tn7 peptide from fibrin DD(E); 0% = median of compound wells per plate;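 active = inhibition above the mean of compounds falling within the control limits plus 3 SD of them, cut at about 14% in these data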;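 also: 0% = plate median of compound wells and 100% = 10 µM Aha-Tn7 peptide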
#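 Test system: human clot-derived fibrin DD(E) complex / Quantity: 2 µM final DD(E) protein / Incubation: 10 min plus 3 h, room temperature / Measured by: fluorescence polarization / Benchmarks: high control of 10 µM Aha-Tn7 peptide / Replicates: singlicate testing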
# KLK7 zymogen act: activates the human kallikrein-7 zymogen | P49862 | purified proKLK7, EDANS-DABCYL substrate fluorescence; 100% is mature enzyme control, 0% vehicle | activation, % at 7 µM | hit rate 0.9% among 370,000;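 active = activation above the mean of all tested compounds plus 3 SD, computed per campaign excluding outliers beyond control limits, cut at about 13% in these data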
# PLCb3 inh: inhibitors of human phospholipase C beta3. Q01970. Purified PLC-beta3, fluorogenic substrate, fluorescence. inhibition, % at 12.2 µM. hit rate 0.18% among 370,000. AID 720704; in the data active = inhibition above about 11%;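 also: 0% = median of compound wells on plate and 100% = full blocker control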
# Target sequence (Q01970 whole entry, looked up): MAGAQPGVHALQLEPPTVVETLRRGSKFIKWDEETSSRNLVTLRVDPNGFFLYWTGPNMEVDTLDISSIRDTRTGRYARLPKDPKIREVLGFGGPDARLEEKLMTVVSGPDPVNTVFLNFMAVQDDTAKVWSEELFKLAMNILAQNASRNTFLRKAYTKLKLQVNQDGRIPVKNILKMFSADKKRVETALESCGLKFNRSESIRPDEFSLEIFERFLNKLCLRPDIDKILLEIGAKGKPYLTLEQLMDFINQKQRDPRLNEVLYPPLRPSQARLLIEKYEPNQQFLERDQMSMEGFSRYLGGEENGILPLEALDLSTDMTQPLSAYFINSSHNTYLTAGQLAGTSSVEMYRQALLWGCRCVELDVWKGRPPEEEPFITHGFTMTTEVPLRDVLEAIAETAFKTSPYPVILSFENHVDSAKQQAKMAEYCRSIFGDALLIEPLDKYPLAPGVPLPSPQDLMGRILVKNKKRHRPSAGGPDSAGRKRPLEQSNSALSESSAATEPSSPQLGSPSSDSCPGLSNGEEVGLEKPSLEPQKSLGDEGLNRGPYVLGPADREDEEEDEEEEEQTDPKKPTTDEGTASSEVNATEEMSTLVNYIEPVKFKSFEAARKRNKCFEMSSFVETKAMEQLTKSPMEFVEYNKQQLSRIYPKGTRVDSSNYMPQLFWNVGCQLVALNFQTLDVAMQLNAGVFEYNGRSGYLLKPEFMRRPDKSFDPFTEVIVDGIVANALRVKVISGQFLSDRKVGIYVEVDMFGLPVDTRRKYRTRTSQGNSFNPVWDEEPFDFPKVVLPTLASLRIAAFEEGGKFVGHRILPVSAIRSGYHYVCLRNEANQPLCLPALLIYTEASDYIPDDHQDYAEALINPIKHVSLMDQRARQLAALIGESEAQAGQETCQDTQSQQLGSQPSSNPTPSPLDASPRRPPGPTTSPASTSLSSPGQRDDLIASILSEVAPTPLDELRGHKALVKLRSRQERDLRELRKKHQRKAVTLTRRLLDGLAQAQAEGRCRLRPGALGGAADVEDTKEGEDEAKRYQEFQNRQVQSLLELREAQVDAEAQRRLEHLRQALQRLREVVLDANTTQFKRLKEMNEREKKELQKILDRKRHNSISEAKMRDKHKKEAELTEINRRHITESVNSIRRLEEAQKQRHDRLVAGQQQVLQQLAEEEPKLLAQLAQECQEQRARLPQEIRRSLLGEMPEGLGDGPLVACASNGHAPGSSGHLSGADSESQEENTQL
# DDE Tn6 FP inh: disrupts Tn6 cyclic peptide binding to fibrin D-Dimer-E complex | hit rate 0.21% among 370,000 | Fibrin DD(E) TRITC-Tn6 fluorescence polarization displacement | AID 720509 | inhibition, % at 8.3 µM | P02675;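 active = inhibition above a per-campaign cutoff: mean of compounds within control limits plus 3 SD, cut at about 15% in these data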;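 also: 0% = median of all compound wells on the plate and 100% = blocking peptide control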
# Starred values were filed as active, the others as inactive; i = inactive; x = not tested or not shown.
PLCb3 inh	PLC-gamma1 inh	ARFGAP1 inhibitor	mol	KLK7 zymogen act	UHRF1 binding	ASAP1 GAP inh	DDE Tn6 FP inh	sPLA2-III inh	NR1D1 modulator	DDE Tn7 FP inh
-77.7	-58.1	11.9	O=C(NCC1CCCO1)c1cc2c([nH]c3ccccc32)c(-c2ccc(F)cc2)n1 (stereo unspecified)	-0.4	3.0	0.6	-6.4	-13.9	1.2	-4.7
-8.4	-4.1	-17.9	CC1=C/C(=C\c2ccc3c(c2)OCO3)C(=O)S1	-0.3	-2.4	-7.9	-14.5	-3.1	-1.0	0.2
-1.0	-3.4	14.0	CCOc1cccc(-c2c(C(=O)N/N=C/c3ccsc3)nnn2-c2nonc2N)c1	0.8	-1.4	17.5	2.3	-15.0	-2.2	0.6
-5.5	3.0	7.0	COc1ccccc1C(=O)NCc1ccccc1	-0.6	3.1	6.2	-2.2	1.9	-2.9	-2.8
-6.4	-1.8	6.6	COc1ccc(NC(=O)CNc2cc(S(=O)(=O)N3CCOCC3)ccc2NCC2CCCO2)cc1 (stereo unspecified)	0.0	6.1	-0.3	-5.3	-0.6	1.6	0.7
1.8	0.2	10.6	Cc1ccc(CNC(=O)C(Cc2ccccc2)NS(=O)(=O)c2ccc3c(c2)CCC(=O)N3)cc1 (stereo unspecified)	-0.2	0.1	-6.3	0.7	-3.5	-4.0	1.1
-1.8	10.2*	-2.0	COc1ccc(C)cc1S(=O)(=O)N(CC(=O)N1CCOCC1)c1cc(C)cc(C)c1	0.4	4.7	6.9	-1.4	6.6	-0.7	0.3
-4.5	1.2	-2.5	CSC1=NCCN1C(=O)c1c(-c2c(F)cccc2Cl)noc1C	-0.1	-3.5	-0.9	-3.0	4.8	-7.9	-2.6

# Pulled by compound from the entries so far, three records:
PLCb3 inh	PLC-gamma1 inh	ARFGAP1 inhibitor	mol	KLK7 zymogen act	UHRF1 binding	ASAP1 GAP inh	DDE Tn6 FP inh	sPLA2-III inh	NR1D1 modulator	DDE Tn7 FP inh
-77.7	-58.1	11.9	O=C(NCC1CCCO1)c1cc2c([nH]c3ccccc32)c(-c2ccc(F)cc2)n1 (stereo unspecified)	-0.4	3.0	0.6	-6.4	-13.9	1.2	-4.7
-8.4	-4.1	-17.9	CC1=C/C(=C\c2ccc3c(c2)OCO3)C(=O)S1	-0.3	-2.4	-7.9	-14.5	-3.1	-1.0	0.2
-1.8	10.2*	-2.0	COc1ccc(C)cc1S(=O)(=O)N(CC(=O)N1CCOCC1)c1cc(C)cc(C)c1	0.4	4.7	6.9	-1.4	6.6	-0.7	0.3

# (continued)
PLCb3 inh	PLC-gamma1 inh	ARFGAP1 inhibitor	mol	KLK7 zymogen act	UHRF1 binding	ASAP1 GAP inh	DDE Tn6 FP inh	sPLA2-III inh	NR1D1 modulator	DDE Tn7 FP inh
0.1	-1.3	2.7	O=C(NC1CCCC1)C(c1ccccc1)N(C(=O)c1ccno1)c1ccccc1 (stereo unspecified)	0.1	2.1	10.3	-2.3	1.2	1.7	3.2
-6.2	0.9	4.9	O=C1Oc2ccccc2C(=O)/C1=C\N1CCN(c2ccccc2)CC1	0.7	-0.7	-5.9	4.0	2.4	4.2	-3.9
-0.9	2.6	3.9	NS(=O)(=O)c1ccc(CNC(=O)c2ccc(Cl)c(S(=O)(=O)NCc3ccccc3)c2)cc1	0.1	4.5	-4.5	1.7	-9.8	2.3	7.9
-8.8	-1.5	8.2	OCCCCNCc1cc(Br)ccc1OCc1ccccc1F	0.4	-1.3	-5.4	-2.5	-9.8	-2.7	6.8
2.0	1.9	4.8	O=C(CSc1ccc(-c2ccccc2)nn1)NCc1ccco1	-0.3	1.2	-3.4	5.7	-1.4	0.0	5.4
1.0	-1.0	x	CCC(C)NC(=O)CNc1nnnn1-c1ccccc1 (stereo unspecified)	0.4	-2.1	x	0.2	-1.6	-2.3	-4.1
-12.9	-6.5	-8.5	O=C(O)c1ccc(-c2ccco2)n1Cc1ccccc1	0.0	13.5	9.0	4.6	-4.7	3.0	5.0
0.7	0.2	3.2	NS(=O)(=O)c1ccc(NC(=O)CN2C(=O)C3C4C=CC(C4)C3C2=O)cc1 (stereo unspecified)	0.1	-0.8	2.3	2.5	4.1	5.5	-5.0
-0.5	0.1	10.9	O=C(CSc1nnc2ccccn12)NC(=O)NC1CCCC1	0.6	0.6	-3.4	5.1	3.5	-4.5	-1.1
-6.3	-1.4	3.1	CCC1CCC2(CC1)NC(=O)N(CC(=O)Nc1ccc(OC)cc1)C2=O (stereo unspecified)	0.1	-0.3	-6.6	4.2	5.9	-2.3	2.9
1.6	3.4	2.9	CSc1ncc(-c2ccccc2)cn1	0.1	1.2	11.7	0.4	2.5	-1.7	6.6
0.2	-1.1	-4.4	O=C(CC[C@H]1O[C@@H](n2cnc3c(NC(=O)c4ccccc4)ncnc32)[C@H](O)[C@@H]1O)NCc1cccs1	0.6	-1.8	0.3	11.2	-1.3	6.3	1.1
-9.2	-1.9	-7.1	O=C(Cc1cccc2ccccc12)Nc1ccccc1Br	0.0	-1.0	-4.7	1.5	-0.8	3.5	4.4
-1.7	-1.1	-2.8	CN1C(=O)C(C)(C)c2cc(S(=O)(=O)N3CCN(c4ccccc4)CC3)ccc21	0.2	2.1	-2.3	5.0	6.9	-5.8	-1.1
-7.2	-2.9	-9.9	Cc1ccc(C)c(SCC(=O)NCC(c2ccco2)N2CCCCC2)c1 (stereo unspecified)	0.2	-1.6	-5.8	7.2	0.8	-3.2	-3.4
1.0	-1.8	2.6	CCn1c(SCC(=O)c2ccc3c(c2)Cc2ccccc2-3)nnc1-c1ccc(N)cc1	-0.6	-3.8	0.1	-9.3	-22.6	-4.7	-8.7
-8.2	-1.0	-3.1	CCOc1ccc(NC(=S)N2CCC(NC(=O)c3ccco3)CC2)cc1	0.3	-0.2	-6.7	-2.3	4.6	3.4	-2.0
5.1	3.0	11.1	CC(=O)c1c(C)nn(C(C)CC(=O)O)c1C (stereo unspecified)	0.7	3.4	-1.4	-0.8	7.9	-3.2	4.6
-62.5	-28.5	-0.6	COc1ccc(C)cc1N(C(=O)c1snc(C(N)=O)c1N)C(C(=O)NC1CCCC1)c1ccc(F)cc1 (stereo unspecified)	-0.4	0.5	3.4	-1.2	2.4	-0.3	0.3
4.2	0.4	-1.4	COc1cccc(NC(=O)CN(c2ccc([N+](=O)[O-])cc2)S(=O)(=O)c2ccccc2)c1	-0.6	0.5	-4.7	11.5	-11.6	6.1	8.7
0.3	-1.8	10.2	CC1CCc2c(sc3nn[nH]c(=O)c23)C1 (stereo unspecified)	0.1	-3.6	-4.4	4.1	-2.6	-6.3	-6.3
-4.7	-4.2	-0.3	COc1cc(NC(=S)NCCCN(C)C)c(OC)cc1NC(=O)c1ccco1	0.1	-0.1	-15.6	-1.0	5.0	-8.3	7.0
5.3	2.5	-5.0	CCc1nn2c(=O)c(S(=O)(=O)Nc3cccc(F)c3)c(C)nc2s1	0.4	1.5	1.8	2.0	0.6	1.6	-6.3
-6.1	3.4	22.0	O=C(CNc1cccc(S(=O)(=O)N2CCCC2)c1)Nc1ccc(F)cc1F	0.0	1.4	6.5	-3.9	-2.9	4.4	-1.9
-4.1	-45.9	11.8	CC1CN(S(=O)(=O)c2cccc(C(=O)Nc3ccc(S(=O)(=O)NC4=NCCCCC4)cc3)c2)CC(C)O1 (stereo unspecified)	-0.1	-3.5	-4.7	-5.2	-13.1	-3.1	2.6
i	i	x	O=C(Nc1nc2ncccn2c1-c1ccc(C(F)(F)F)cc1)C1CC1	12.3	-1.6	x	2.8	-0.6	4.1	-2.7
5.9	4.9	8.6	O=C(C[n+]1cccc(CNC(=O)c2ccc(OC(F)F)cc2)c1)Nc1ccc(SC(F)F)cc1	-0.1	-4.0	8.1	-0.4	-63.8	0.1	5.6
-4.7	-0.2	-4.1	O=C(Nc1c2c(nn1-c1ccccc1)CS(=O)(=O)C2)C1CCCC1	0.1	3.7	-6.2	-2.2	14.8	-7.6	3.6
0.4	-0.6	-5.7	Cc1nc2ccccc2c2c1C(=O)N(C1CCCCCCC1)C2=O	-0.9	0.5	-7.6	1.1	0.7	-1.9	5.8
-1.0	0.6	-8.5	CC(C)Nc1nc(NC(C)C)nc(N(C)N)n1	0.1	-0.7	-8.4	-1.5	7.4	-6.3	8.3
-2.8	2.7	0.8	Cc1cc(C)cc(NC(=O)CN(c2ccc(F)cc2)S(C)(=O)=O)c1	0.7	0.5	13.5	3.4	-9.2	0.0	-1.3
3.4	-1.6	-3.6	O=C(CSc1nnc(-c2cccnc2)n1-c1ccc(SC(F)F)cc1)N1CCCc2ccccc21	-0.2	6.2	6.3	-7.6	8.0	2.0	1.2
-7.1	-3.1	2.9	Cc1ccc(NC(=O)C(=O)NCC2CCCN2S(=O)(=O)c2cccs2)cc1C (stereo unspecified)	0.3	-0.9	5.2	3.0	-2.7	3.0	1.7
-12.4	-5.3	2.5	O=C(Nc1ccccc1C(=O)Nc1nncs1)c1ccccc1	0.0	2.5	-9.8	5.7	7.1	-1.1	1.2
1.9	1.2	13.1	CN(C)CCCn1c(-c2ccccc2)nc(=S)c2c1CCCC2	0.4	-1.8	-4.4	10.2	7.8	-2.8	3.9
-4.9	1.7	x	FC(F)(F)c1ccccc1NC(=S)OC1CCC12CCC(c1ccccc1)CC2 (stereo unspecified)	0.9	0.7	x	1.1	5.8	-6.5	0.3
-11.3	1.0	9.5	Cc1ccc(CSc2[nH]c(=O)ncc2C)cc1	-0.5	2.5	2.7	5.6	-5.2	-4.7	-1.9
2.5	1.5	2.1	CN(c1nc2c(c(=O)n(C)c(=O)n2C)n1CC(=O)c1ccccc1)C1CCCCC1	0.7	0.9	-3.8	-1.5	2.6	7.9	-0.1
-4.9	-4.2	2.7	COc1ccc(C2CC(=O)C(C=NCCO)=C(O)C2)cc1OC (stereo unspecified)	-0.6	3.9	-4.2	1.8	1.4	4.5	5.2
3.4	4.6	4.1	COc1ccccc1N(Cc1ccccc1)S(=O)(=O)c1cccc(C(=O)Nc2ccc(C(C)=O)cc2)c1	-0.1	-0.5	-0.4	2.1	-3.2	17.7	-7.9
-6.7	-0.4	3.0	COc1ccccc1CNC(=O)COC(=O)c1cc(C)nc2ccccc12	-0.3	-0.1	5.7	-2.4	10.9	2.1	-6.3
2.7	3.4	1.5	O=C(N1CCN(c2ccccc2F)CC1)C1(c2cccs2)CCOCC1	-0.7	-1.4	12.8	4.1	1.5	-0.4	-6.8
0.5	-1.1	-11.2	CC(NC(=O)Cn1cc(C(=O)C2CC2)c2ccccc21)c1ccccc1 (stereo unspecified)	0.1	-1.5	-12.0	-0.9	-7.7	-3.0	3.8
2.3	1.7	3.1	Clc1ccc2nc(C3CCCCC3)c(CC3CCCCC3)n2c1	0.5	8.7	6.1	-4.2	0.8	-7.1	-2.5
0.6	-3.3	-6.5	CC(C)C(C(=O)NCc1ccccc1)N(C)Cc1ccc(Cl)c(Cl)c1 (stereo unspecified)	1.0	3.0	-5.7	-2.3	5.0	4.5	5.6
-3.2	2.3	2.2	CCN(CC(=O)NC(=O)NC1CCCCC1)Cc1ccccc1	-0.3	-2.6	-5.2	-2.3	-2.1	-3.3	0.4
